mHtt clearance: clearance of mutant huntingtin inclusions, primary screen, imaging, HeLa Exon1htt(103Q)mCFP, confocal imaging; aggregate imaging; zero = plate's median compound well; inhibition, % at 1.5 µM; 47,000 tested, 0.42% active;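 active = inhibition of aggregate fluorescence above about 70%, also judged a hit by eye on the cell image, limit read from the data, passing the limit was not always enough; inconclusive = no rule stated for this call; inactive = not judged a hit on image review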;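 also: cells exposed to compound for three days before fixation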
mHtt clearance grain fraction: further read-out of mHtt clearance, marked with its call; fraction fluorescence in grains; measured here: aggregate grain fluorescence fraction; stronger effect = lower value;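 scaled fraction of total cell fluorescence in grains with unit not stated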
* = called active by the depositor; u = inconclusive; x = not tested or not shown. This is a subset, so the mix of outcomes need not match the whole.

mHtt clearance	mHtt clearance grain fraction	SMILES
-5	38	NCCCCCc1nnc(SCC(=O)c2ccc(Cl)cc2)o1
-26	27	NNc1nnc(-c2ccccc2)c(-c2ccccc2)n1
-29	22	O=C(Nc1ccc(S(=O)(=O)N2CCOCC2)cc1)c1ccc(Br)o1
-61	30	COc1cccc(C(=O)N2CCN(S(=O)(=O)Cc3ccccc3)CC2)c1OC
14	16	C=CCSC1=C(C#N)C(c2cccc(OC)c2)CC(=O)N1 (stereo unspecified)
-2	19	CCOC(=O)Cc1c(C)nc2cc(C)nn2c1C
36	22	CCOC(=O)NC(=O)COC(=O)Cc1cc(OC)c(OC)c(OC)c1
-60	51	Cc1c(-c2ccco2)[n+](=O)c2c(n1[O-])CCCCC2
-3	45	O=S1(=O)CCN2C(c3ccco3)=CSC2=N1
-84	36	Cc1occc1C(=O)n1cnc2ccccc21
-38	51	O=C(CCNS(=O)(=O)c1ccc(Br)s1)N1CCN(c2ccccc2)CC1
11	27	CCCOc1ccc(N2CC(C(=O)Nc3ccccc3F)CC2=O)cc1 (stereo unspecified)
-75	35	COc1ccc(-n2nnnc2SCC(=O)c2ccc(O)c(O)c2)cc1
57	18	COc1ccc(C(=O)N2CCN(c3c(C)cccc3C)CC2)cc1OC
16	34	CCOC(=O)N1CCN(C(=O)c2cn(C)c(=O)c3c2c2ccccc2n3C)CC1
22	31	Cc1cc2c3c(c1C)C1(C(=O)N3C(C)(C)CC2C)C(C#N)=C(N)OC2=C1C(=O)CC(C)(C)C2 (stereo unspecified)
12	14	COc1cc(NC(=O)CN2C(=O)NC(C)(CC(C)C)C2=O)cc(OC)c1 (stereo unspecified)
7	35	COc1cccc(-c2cc(C(F)(F)F)nc(N3CCN(c4ccccc4)CC3)n2)c1
53	18	Cc1cccc(N(NC(=O)C(C)(C)O)C(=O)c2ccccc2)c1
23	26	Cc1c(NC(=O)c2noc3c2CCc2ccccc2-3)c(=O)n(-c2ccccc2)n1C
9	21	CCOC(=O)N1CCN(C(=O)c2cn(CC)c3ccc(S(=O)(=O)N4CCCC4)cc3c2=O)CC1
11	21	CC12CCC(C(=O)NCc3ccc(Cl)cc3)(OC1=O)C2(C)C (stereo unspecified)
-50	74	CC(=O)c1ccc(N2CCN(C(=O)c3cc4c(-c5ccccc5F)nn(C)c4s3)CC2)cc1
7	19	O=C(c1ccc2c(c1)OCO2)N1CCCC(c2ccccc2)C1 (stereo unspecified)
2	21	CC(CN1CCOCC1)C(=O)c1ccccc1 (stereo unspecified)
6	18	CC(C)N(Cc1nc(-c2ccccc2)no1)C(=O)CN(C)S(=O)(=O)c1ccccc1
-37	50	O=C(CN1C(=O)COc2ccccc21)NCc1ccc(C(=O)O)cc1
24	23	C=CCNc1ncnc2c1cnn2-c1ccc(OC)cc1
5	18	N#Cc1ccccc1NC(=O)CSc1nccn1CCc1ccccc1
22	15	CCc1cc(C(=O)OC)c(NC(=O)CCC(=O)O)s1

mHtt clearance	mHtt clearance grain fraction	SMILES
-18	28	COc1ccc(NC(=O)Nc2ccc(F)cc2F)c(C)c1
-35	24	COCCN1Cc2cccc(C(=O)Nc3cc(C)cc(C)c3)c2C1=O
32	23	CCOC(=O)c1cnn(-c2ccccc2)c1NC(=O)c1cccs1
-6	20	C[C@H](NC(=O)NCc1cccs1)C(=O)O
-1	36	O=C(c1ccc(-c2ccc(Cl)cc2)o1)N1CCN(c2ccc([N+](=O)[O-])cc2Cl)CC1
-52	51	C1CCC(Nc2nnnn2C2CCCCC2)CC1
2	44	COc1ccc(N(CC(=O)NCc2ccco2)S(C)(=O)=O)cc1Cl
-33	61	O=C(c1cc(S(=O)(=O)N2CCOCC2)ccc1F)N1CCCc2ccccc21
-29	39	CC(C)CCNC(=O)COc1ccc2c3c(c(=O)oc2c1)CCC3
20	34	CC(=O)c1cccc(NC(=O)c2ccncc2)c1
28	12	O=C(c1ccc(COc2ccc3c(c2)CCC3)o1)N1CCN(c2ccccc2)CC1
-481	188	Cc1ccc(S(=O)(=O)N2CC(=O)Nc3ccccc32)cc1
33	23	CC1CN(C(=O)N[C@@H](Cc2ccccc2)C(=O)O)CC(C)O1 (stereo partly specified)
34	13	CCOc1ccc(OCCSc2nnnn2C2CCCCC2)cc1
-18	24	O/N=C/c1cccn1-c1ccc(O)cc1
-2	21	FC(F)(F)c1cc(-c2ccccc2)nc2ncnn12
-9	41	CCOC(=O)CSc1nnc(-c2ccc(S(=O)(=O)N3CCOCC3)cc2)n1-c1ccccc1
-9	21	CCC(C)(C)NC(=O)C(c1cccn1C)N(C(=O)Cn1nnc2ccccc21)c1ccc(OC)cc1OC (stereo unspecified)
22	41	COc1ccc2[nH]c(C)c(CCN(Cc3cccs3)C(=S)Nc3ccccc3OC)c2c1
25	16	CN(C)CCN1C(=O)c2oc3ccc(Cl)cc3c(=O)c2C1c1cccc(Br)c1 (stereo unspecified)
37	13	COc1cccc(OCC(O)CN2CCC(C)CC2)c1 (stereo unspecified)
18	31	COC(=O)c1[nH]c2ccc(C)cc2c1NC(=O)CCN1CCN(Cc2ccc3c(c2)OCO3)CC1
-385	150	COc1ccc(OC)c(NC(=O)CSc2nnc(Cc3cccn3C)n2-c2ccc(F)cc2)c1
9	30	CCOCCCNC(=O)Cn1ncc2c(=O)oc3ccccc3c21
-34	53	CCCCCn1c(NC(=O)c2ccco2)c(S(=O)(=O)c2ccc(C)cc2)c2nc3ccccc3nc21
27	13	Cc1ccccc1S(=O)(=O)Cc1ccc(C(=O)N2CCN(c3ccc(F)cc3)CC2)o1
-48	29	CCOC(=O)c1sc(NS(=O)(=O)c2ccc(NC(C)=O)cc2)nc1C
-14	45	Cc1ccc(-c2cc(C(=O)Nc3cnn(C(C)C)c3)no2)cc1
-21	48	C(/C=C/c1ccco1)=N/N1CCN(c2ccccc2)CC1
53	8.2	Cc1cc2c(n1-c1ccc(C(N)=O)cc1)CC(C)(C)CC2=O

Some of the entries so far, with two lines to a compound:
Values run as follows: mHtt clearance | mHtt clearance grain fraction
O=C(CCNS(=O)(=O)c1ccc(Br)s1)N1CCN(c2ccccc2)CC1
  -38 | 51
CC12CCC(C(=O)NCc3ccc(Cl)cc3)(OC1=O)C2(C)C (stereo unspecified)
  11 | 21
COC(=O)c1[nH]c2ccc(C)cc2c1NC(=O)CCN1CCN(Cc2ccc3c(c2)OCO3)CC1
  18 | 31
COc1ccc(-n2nnnc2SCC(=O)c2ccc(O)c(O)c2)cc1
  -75 | 35
NNc1nnc(-c2ccccc2)c(-c2ccccc2)n1
  -26 | 27
COc1cccc(C(=O)N2CCN(S(=O)(=O)Cc3ccccc3)CC2)c1OC
  -61 | 30
Cc1ccc(S(=O)(=O)N2CC(=O)Nc3ccccc32)cc1
  -481 | 188

Further results:
mHtt clearance	mHtt clearance grain fraction	SMILES
-14	20	CCc1nn2c(=O)cc(CSc3nc4sc5c(c4c(=O)n3C)CCCC5)nc2s1
44	24	COc1ccc(S(=O)(=O)Nc2cc(C(=O)NC3CCCCCC3)ccc2N2CCOCC2)cc1
35	11	CCCCCC(=O)Nc1nc2ccccc2[nH]1
2	36	OC1(c2cn(Cc3ccccc3)nn2)CCCCC1
-81	35	CCN1CCn2c1nc(N1CCCCC1)nc2=O
-8	22	CSc1ccccc1C(=O)Nc1cccc(N(C)S(C)(=O)=O)c1
75*	9.4*	CCOc1ccc(Br)cc1CC(=O)O
-46	62	CC(NC(=O)c1ccc(=O)oc1)c1ccccc1 (stereo unspecified)
5	46	CC(=O)Nc1sc(N)nc1-c1ccccc1
9	17	Cc1ccc(NC(=O)CC2NCCNC2=O)cc1 (stereo unspecified)
-1	38	Cc1onc(-c2ccccc2Cl)c1C(=O)Nc1sc2c(c1C#N)CCC2
-59	28	OCCOc1ccc(C2=NCCO2)cc1
23	30	S=c1[nH]ncn1/N=C/c1ccc(Br)cc1
-1	37	CN(C)CCNc1nc2c(c(=O)[nH]c(=O)n2C)n1CC(O)COc1ccc(Cl)cc1Cl (stereo unspecified)
-35	54	O=C(NCc1cccs1)C1CCN(S(=O)(=O)c2ccc3c(c2)OCCO3)CC1
30	11	O=C(Oc1ccc(-c2cn3c(n2)SCC3)cc1)c1ccccc1
8	41	O=C(O)C1C2C=CC(C2)C1C(=O)OCC1CCCO1 (stereo unspecified)
17	17	O=C1Nc2ncccc2OC1CCCl (stereo unspecified)
25	16	COc1ccc(N(CC(=O)NC2CCCC2)C(=O)c2ccc(N3CCCCC3)nc2)cc1
-72	32	CCCNC(=O)C1CN(S(=O)(=O)c2ccccc2)CCN1S(=O)(=O)c1ccccc1 (stereo unspecified)
0	20	CC(C)(C)c1ccc(C(=O)NCCC(=O)N2CCN(c3ncccn3)CC2)cc1
-5	40	CCCCn1c(=O)c(C(=O)c2ccccc2)nc2ccccc21
-16	46	CCOc1ccc(Nc2cc(=O)n(C)c(=O)n2C)cc1
10	16	CCOCCOc1nc2c(c(=O)n(C)c(=O)n2C)n1CCc1ccccc1
-21	23	Cn1c(=O)c2c(ncn2CCCNC2=CC(C)(C)CC(=O)C2)n(C)c1=O
-67	63	Cc1ccnc(-n2sc3ccccc3c2=O)n1
-44	61	CC(C)(C)C(=O)NC1=NCCS1
40	22	CS(=O)(=O)N1CCCC(C(=O)N2CCc3ccccc3C2)C1 (stereo unspecified)
u	x	N#CC(c1ccc(F)cc1)c1ccc(C(=O)c2ccc(F)cc2)cc1 (stereo unspecified)
1	18	O=C(NC(NC(=O)c1ccccc1)C(=O)c1ccccc1)c1ccccc1

Single records (already shown).
`CC(C)(C)C(=O)NC1=NCCS1` in the list: mHtt clearance = -44; mHtt clearance grain fraction = 61
`COc1ccc(S(=O)(=O)Nc2cc(C(=O)NC3CCCCCC3)ccc2N2CCOCC2)cc1` in the list: mHtt clearance = 44; mHtt clearance grain fraction = 24

Later entries.
mHtt clearance	mHtt clearance grain fraction	SMILES
-32	23	Cc1cc(S(=O)(=O)Nc2ccccc2C)ccc1F
-7	18	CC1(C)OC(=O)N(c2cccnc2)C1(C)O (stereo unspecified)
42	12	Cc1ccc(NC(=O)CN2CCC3(O)CCCCC3C2c2ccc3c(c2)OCO3)c(C)c1 (stereo unspecified)
-7	40	Cc1cc(C(=O)COC(=O)C2COc3ccccc3O2)c(C)n1CC1CCCO1 (stereo unspecified)
-383	198	COc1cccc(NS(=O)(=O)c2c(C)n(C)c(=O)n(C)c2=O)c1
-14	21	COC(=O)[C@H](C)NC(=O)NCc1ccc(F)cc1
18	27	COc1ccc(-n2nnnc2SC(C)C(N)=O)cc1 (stereo unspecified)
-21	53	Cn1c(-c2ccccc2)cnc1N
50	17	COc1ccccc1NC(=O)N(CCN(C)C)Cc1cc2cc(C)ccc2[nH]c1=O
16	16	CCCCCCn1c(CN2CCN(Cc3ccccc3)CC2)nc2c1c(=O)n(C)c(=O)n2C
20	16	Cc1ccccc1CSc1nncn1N
-1	31	Cc1ccc(CNC(=O)NC2CCCCC2)cc1
-12	24	CC1=C(C(=O)N2CCOCC2)C(c2ccsc2)C2=C(CCCC2=O)N1 (stereo unspecified)
0	34	CCCc1ccc(OCCNC(C)=O)cc1
-54	29	Cn1c(=O)oc2cc(S(=O)(=O)Nc3ccc4c(c3)OCCO4)ccc21
13	16	COc1ccccc1N1CCN(C(=O)c2c(-c3c(Cl)cccc3Cl)noc2C)CC1
-8	32	COc1ccc2[nH]c3c(=O)n(CCCCC(=O)NCCN4CCCC4)c(=S)[nH]c3c2c1
-6	43	CCOC(=O)c1c(-c2ccc(C)o2)csc1N
-24	48	Cc1ccccc1Nc1nc(N)nc(CSc2nnc3sc4ccccc4n23)n1
45	22	CCCc1nc(NC2CCCCC2)c(C#N)c2c1COC(C)(C)C2
-367	148	CC(C)c1ccc(C(=O)NCCCc2ccccc2)cc1
-29	60	Cn1c(=O)c2cc(S(=O)(=O)NC(C(=O)Nc3cccc(F)c3)c3ccccc3)ccc2n(C)c1=O (stereo unspecified)
6	32	CCCOc1ccc(NC(=O)C2CC(=O)N(C(C)C)C2)cc1 (stereo unspecified)
3	35	COc1ccccc1Nc1cc(C(=O)NCCCN2CCOCC2)c2ccccc2n1
-4	21	O=C(CSc1nnnn1C1CCCCC1)NCc1cccc(C(=O)O)c1
35	24	CCC(C)NC(=O)C(Cc1ccccc1)NS(=O)(=O)c1cccc2nsnc12 (stereo unspecified)
9	16	COc1ccc(NC(=O)Nc2ccccc2C(=O)N2CCCC2)cc1
7	33	COc1ccc(S(=O)(=O)N2CCC(C(=O)NCC3CCCO3)CC2)cc1C (stereo unspecified)
-38	43	Cc1ccc(-n2c(Cc3ccccc3)nnc2SCC(=O)NNC(=O)Cc2ccccc2)cc1
40	12	CCOC(=O)N1CCN(C(=O)c2cc(Cl)c(Cl)cc2C(=O)O)CC1

mHtt clearance	mHtt clearance grain fraction	SMILES
10	31	COc1cccc(C=NCCNC(=O)c2nonc2N)c1O
-3	18	O=C(c1ccc2c(c1)OCO2)N(c1ccccc1)C1C=CS(=O)(=O)C1 (stereo unspecified)
11	31	CCOC(=O)N1CCN(C(=O)C2CCCN(S(C)(=O)=O)C2)CC1 (stereo unspecified)
66	6	COc1ccc(S(=O)(=O)NCCCCNS(=O)(=O)c2ccc(OC)cc2)cc1
10	42	Cc1nnc(NC(=O)CSCc2ccccc2)s1
-52	48	CCn1nc(C(=O)N2CCc3ccccc3C2)c2ccccc2c1=O
18	17	CCC(C)(C)n1nnnc1CN1CCC(c2nc3ccc(C)cc3[nH]2)CC1
-26	45	CC(C)c1nc(SCC(=O)Nc2cccc(C(F)(F)F)c2)c2c(=O)n(C)c(=O)n(C)c2n1
-73	81	O=C(C1CCC(CNS(=O)(=O)c2cccc3nsnc23)CC1)N1CC=C(c2ccccc2)CC1 (stereo unspecified)
-9	21	CC(C)c1ccccc1NC(=O)c1ccco1

Compound activity deposited in PubChem BioAssay by Columbia University Molecular Screening Center.
